# Screening data: PubChem BioAssay, Sanford-Burnham Center for Chemical Genomics
# APJ antag – antagonists of human APJ apelin receptor | P35414 | CHO-K1 APJ beta-arrestin complementation, luminescence | inhibition, % at 20 µM | 330,000 compounds, 0.32% hits;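 active = inhibition above about 40% at 20 µM, limit read from the data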;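 also: cells challenged with 10 nM apelin-13 agonist together with compound; plate controls were apelin-13 plus DMSO wells for no effect and DMSO wells lacking apelin-13 for full effect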
# Target sequence (P35414 whole entry, looked up): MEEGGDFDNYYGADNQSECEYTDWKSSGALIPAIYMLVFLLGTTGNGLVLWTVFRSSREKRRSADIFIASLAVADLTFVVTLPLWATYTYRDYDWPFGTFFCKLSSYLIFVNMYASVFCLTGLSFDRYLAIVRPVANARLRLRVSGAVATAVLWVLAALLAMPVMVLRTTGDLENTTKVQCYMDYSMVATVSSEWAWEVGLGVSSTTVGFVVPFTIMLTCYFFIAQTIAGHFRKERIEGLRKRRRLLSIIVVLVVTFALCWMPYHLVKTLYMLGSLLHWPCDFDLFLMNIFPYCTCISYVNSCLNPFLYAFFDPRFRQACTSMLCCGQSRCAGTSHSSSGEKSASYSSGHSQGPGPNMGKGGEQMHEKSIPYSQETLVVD
# NLRP3 yeast inh – NALP3 inhibition in yeast. Yeast reconstituted NLRP3/ASC/caspase-1, beta-gal luminescence, 24 h. inhibition, % at 10 µM. 330,000 compounds, 0.39% hits;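 active = inhibition of 50% or more; inactive = inhibition below 50%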;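 also: plate controls were induced DMSO wells for no effect and uninduced yeast grown without galactose for full effect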
# APJ agonist – activates the human apelin receptor APJ; CHO-K1 APJ PathHunter beta-arrestin, luminescence; 0% DMSO wells, 100% apelin; activation, % at 20 µM; 330,000 compounds, 0.11% hits; AID 2520; P35414;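 active = activation more than six SD over the plate average, tested at 20 µM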;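 also: 0% = DMSO alone and 100% = apelin-13 at 10 nM; some results filed as inactive read as strong as hits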
#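 Material: engineered CHO-K1 APJ arrestin reporter cells; amount: 1000 CHO-K1 reporter cells seeded per well; incubation: compound stimulation 90 min at 25 °C, detection 60 min; signal: luminescent beta-gal fragment complementation, chemiluminescent substrate; read-out basis: APJ agonist activity; controls: DMSO-only wells as negative, 10 nM Apelin-13 as positive control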
# TIM10 inh – inhibits growth of TIM10 yeast strain; S. cerevisiae TIM10 strain growth, BacTiter-Glo luminescence, 24 h; inhibition, % at 10 µM; 330,000 compounds, 1.4% hits; AID 463195;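 active = inhibition of 40% or more at the single tested concentration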;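 also: wild-type TIM10 isogenic control strain grown at permissive 25 °C; 0% = DMSO yeast wells and 100% = minimal medium wells without yeast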
# GRIN3A LBD mod – NR3A (human) ligand-binding domain modulation. Tm shift relative to glycine control, % at 25 µM. NR3A LBD differential scanning fluorimetry, Tm shift; 0% = protein alone, 100% = glycine-bound protein. 340,000 compounds, 2.5% hits;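 active = melting temperature shift of at least 10% of the positive control shift, at one fixed dose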
# MPTP inh – blocks calcium-induced mitochondrial swelling. inhibition, % at 10 µM. 360,000 compounds, 1.4% hits. AID 602449. isolated mouse mitochondria, Ca2+ swelling absorbance, 30 min;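 active = inhibition of 50% or more, scaled per plate between neutral and stimulator controls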;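 also: 0% = DMSO wells given calcium and 100% = 1 mM EGTA wells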
# tim10-1 inh – inhibits growth of tim10-1 mutant yeast | S. cerevisiae tim10-1 ts strain growth, BacTiter-Glo, 24 h | inhibition, % at 20 µM | 330,000 compounds, 2.2% hits;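 active = inhibition of at least 40%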;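 also: mutant grown at 25 °C; 0% = DMSO wells with yeast and 100% = wells holding no yeast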
# beta cell repl – inducers of beta-cell replication in MIN6 cells; AID 2380; MIN6 cells proliferation, ATPlite luminescence, 48 h; cells starved in 0.2% serum; 100% = growth in 10% serum; 330,000 compounds, 0.29% hits; proliferation, % at 10 µM;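 active = compounds whose signal lies at least 3.5 SD above the mean of all wells on their plate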;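 also: 0% = DMSO-treated cells in low-serum medium and 100% = 10% serum control; some compounds called inactive have numbers as strong as hits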
# tim23-1 inh – growth inhibitors of tim23-1 mutant yeast. S. cerevisiae tim23-1 growth, BacTiter-Glo luminescence, 24 h. inhibition, % at 20 µM. 330,000 compounds, 1.3% hits;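 active = growth inhibition of the mutant yeast at or above 50%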;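 also: temperature-sensitive mutant grown at 25 °C; plate controls were DMSO-treated mutant yeast for no effect and medium wells lacking yeast for full effect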
# Starred values were filed as active, the others as inactive; x = no result given.
SMILES,APJ antag,NLRP3 yeast inh,APJ agonist,TIM10 inh,GRIN3A LBD mod,MPTP inh,tim10-1 inh,beta cell repl,tim23-1 inh
CC(C)CC(NC(=O)C(Cc1ccc(OCc2ccccc2)cc1)NC(=O)OC(C)(C)C)C(N)=O (stereo not drawn),-3,8,0,13,0,-2.4,37,-3,11
Cc1c(F)cccc1NS(=O)(=O)c1ccccc1C#N,-15,23,-6,-5,0,0.2,3,-2,-14
CCOC(=O)CN(Cc1ccc(OC)c(OC)c1)S(=O)(=O)c1ccc(OC)cc1,8,2,-3,24,0,1.4,14,-2,22
C[N+]1=C2CCCCCN2C(O)(c2ccccc2)C1 (stereo not drawn),18,11,-6,7,3,-1.6,4,3,10
CC(C)(C)c1ccc(C(=O)CC(Sc2ccc(Cl)cc2)C(=O)O)cc1 (stereo not drawn),10,10,-2,40,2,-1.9,41*,-6,42
COc1ccc(C2CC(C(F)(F)F)n3nc(C(N)=O)c(Cl)c3N2)cc1OC (stereo not drawn),4,7,-6,-12,0,1.4,10,0,3
O=C(COC(=O)[C@@H]1CCCN1S(=O)(=O)c1ccc(Cl)cc1)NC12CC3CC(CC(C3)C1)C2,-12,13,-3,17,-2,-0.3,19,-3,41
Cc1sc2nc(CN3CCCC3)nc(N3CCN(S(=O)(=O)c4cccc(F)c4)CC3)c2c1C,4,7,-4,3,-1,-0.8,0,-8,-2
C[C@H](CO)N1C[C@H](C)[C@@H](CN(C)S(=O)(=O)c2ccccc2)Oc2c(NC(=O)Cc3ccccc3)cccc2C1=O,8,12,1,1,-1,-0.9,-8,0,9
Cc1noc(C)c1-c1nc(CS(=O)(=O)c2ccc(Cl)cc2)no1,6,18,-3,-13,2,3.2,-3,0,-8
Cc1ccc(C2(C)NC(=O)N(CC(=O)Nc3cccnc3Cl)C2=O)cc1 (stereo not drawn),-7,11,-2,-6,1,-1.5,-2,2,5
COc1ccc(Nc2nc(-c3ccc(OC)cc3)c(CCC(=O)O)s2)cc1,-5,-1,-1,27,0,1.3,12,-2,-5
O=C(COC(=O)c1cccc(Cl)c1)Nc1ccc2[nH]c(=O)[nH]c2c1,-14,10,0,4,0,-0.4,-3,0,-7
CCOC(=O)c1cc(NC(=O)Nc2ccccc2Cl)c(C)nc1C,14,24,-2,21,-4,-0.6,31,1,7
O=C(Cc1cccc([N+](=O)[O-])c1)Nc1cccc(C(=O)N2CCCCC2)c1,7,5,-1,3,-4,0.5,18,-1,18
CCOc1ccccc1NC(=O)c1ccc(NC(=O)c2ccco2)cc1,9,36,-2,20,-1,1.8,26,3,46
CCOC(=O)c1cc(-c2ccccc2)sc1NC(=O)C(C)OC(=O)c1cccnc1Cl (stereo not drawn),8,11,1,6,-1,1.5,4,0,5
Cc1ccc(NCc2nnc(SCC(=O)O)n2Cc2ccccc2)cc1Cl,-50,7,4,3,-3,-0.2,27,-3,18
Cc1cc(C)c(C#N)c(Nc2ccc(F)cc2)n1,5,2,-5,6,-1,-0.5,7,2,21
COc1ccc(CS(=O)(=O)c2nc(C)cc(C)c2S(C)(=O)=O)cc1,-24,21,-1,-14,0,0.0,11,0,10
COc1ccccc1NC(=O)c1ccc([N+](=O)[O-])o1,-29,18,8,47*,-2,x,66*,-2,79*
O=C(Nc1ccc(Cl)c(Cl)c1)N1CC=C(c2ccccc2)CC1,10,7,5,48*,13*,12,15,-7,-6
COc1ccc(NC(=O)c2c(OC)cccc2OC)c(OC)c1,13,4,1,2,-2,1.2,12,-4,17
CC(C)N1CCN(C(=O)C2CCC(=O)N(CCc3cccc(F)c3)C2)CC1 (stereo not drawn),6,9,-8,1,0,1.0,6,5,8
Cc1cc(=S)[nH]c2ccccc12,9,10,-4,-3,4,-0.6,28,-2,2
COC(=O)C[C@H]1c2ccc(C(F)(F)F)cc2S(=O)(=O)N1Cc1ccccc1,5,8,-6,-10,13*,0.8,15,2,23
CCC(C)N(C(=O)COC(=O)/C=C/c1ccc(O)c(OC)c1)C1CCS(=O)(=O)C1 (stereo not drawn),-4,7,-1,10,-11,0.5,7,0,13
O=C(Nc1cccc(F)c1)N(Cc1ccc(Cl)cc1)CC(O)C(F)(F)F (stereo not drawn),-7,9,-6,30,1,12,38,-4,35
Cc1cc(C)nc(SCc2cc(=O)c(OC(=O)c3ccco3)co2)n1,-12,14,-3,42*,-3,-2.0,18,-1,37
O=[N+]([O-])c1ccc(NS(=O)(=O)N2CCOCC2)cc1,-4,25,-4,5,1,0.5,-9,-2,8
COC(=O)[C@]1(Cc2ccccc2)N[C@H](c2ccc(-c3ccc4c(c3)OCO4)cc2)[C@@H]2C(=O)N(C)C(=O)[C@@H]21,-82,13,-5,16,-2,-1.0,11,-4,1
COc1ccc2nc(C)c(C(N)=O)cc2c1,-2,11,0,-2,-2,-0.7,5,2,11
CC(=O)Nc1sc(N/N=C\c2cccc(Cl)c2)nc1-c1cccs1,4,3,3,17,14*,-6.1,20,-3,8
O=C(O)c1cc2c(s1)-c1ccccc1OC2,-15,6,-1,10,-2,-1.0,11,-2,17
CCOc1ccc(S(=O)(=O)NCc2ccc3c(c2)OCO3)cc1C(=O)O,6,6,-4,11,2,-0.5,-6,-1,14
CC1(C)CC(=O)C(Sc2ccccc2C(=O)O)=C(O)C1,-8,4,-1,-14,0,-2.5,9,0,-2
CCS(=O)(=O)c1nc(S(=O)(=O)c2ccc(C)cc2)c(NCCN2CCOCC2)s1,-2,8,0,97*,0,-2.6,-2,-1,-15
CCCCCc1ccc(C(=O)CCC(=O)OCC(=O)N(CC)c2c(N)n(Cc3ccccc3)c(=O)[nH]c2=O)cc1,22,23,3,5,4,1.1,-5,-7,12
COc1cc2c(c(OC)c1OC)CCc1cnoc1-2,-53,17,1,0,2,0.6,12,1,13
COc1ccc(Cl)cc1C(=O)OCC(=O)NC(=O)c1cccn1C,6,2,-2,7,0,0.8,-14,-3,7
O=C(Nc1cc(F)c(Br)cc1F)c1ccc(Cl)cc1,10,12,-1,12,1,25,-1,0,0
CCOC(=O)C1=CN(Cc2ccco2)S(=O)(=O)NC1c1ccc(F)c(Cl)c1 (stereo not drawn),x,x,x,2,-5,0.4,27,x,47
CN(C)S(=O)(=O)c1ccc(N2CCCC2)c(C(=O)Nc2ccc(F)cc2F)c1,21,23,-2,10,-1,-1.8,11,1,4
COc1ccc(C(=O)C2CCCN(C(=O)c3ccoc3C)C2)cc1F (stereo not drawn),-3,3,-2,-4,0,0.5,-5,-1,4
CN(C)S(=O)(=O)c1cccc(C(=O)OCC(=O)Nc2sccc2C(N)=O)c1,-22,5,17,6,-11,4.4,16,-3,-1
Cc1ccc(NC(=O)c2c(C(F)(F)F)nn(C)c2SCc2cccc(C(F)(F)F)c2)cc1C,2,7,0,3,-1,68*,21,-6,24
COC(=O)c1ccc2ccn(CC(=O)NC3CCCCC3)c2c1,4,16,-2,14,0,-1.1,-10,-2,-6
COc1cccc(CN(C)C(=O)c2ccc(S(=O)(=O)N3CCCC3)cc2)c1OC,11,16,-1,-9,7,0.6,21,-3,9
c1ccc(-c2ncnc3nc4n(c23)CCC4)cc1,-4,3,3,-13,0,-1.8,14,2,-1
Oc1cc(Cc2ccccc2)cnc1CN1CCCCC1,14,20,-1,1,0,0.4,10,0,6
C/C(=N\Nc1cccc2cccnc12)c1ccc[nH]1,-14,36,-3,-11,-6,-0.7,14,-6,12
Cc1nccn1-c1ccc(C(F)(F)F)cc1[N+](=O)[O-],-14,23,-1,4,-3,0.7,14,5,3
CCC(=O)N1CCCc2cc(S(=O)(=O)N3CCN(C4CCCCC4)CC3)ccc21,-7,16,0,7,2,0.5,12,-2,-39
O=C(NN=C1CCCC1)c1n[nH]c2c1CCC2,9,5,-2,15,1,0.7,-5,-1,-9
Cc1cccc(NC(=O)N2CCC(NC(=O)c3ccccc3C)CC2)c1,-12,-9,-3,4,0,0.4,4,-3,3
CCSc1nnc(NC(=O)Cc2cc(OC)c(OC)c(OC)c2)s1,8,-4,-6,-34,-1,-1.7,5,-1,11
CC1CCCC2(C1)NC(=S)N(c1ccccc1)N2 (stereo not drawn),-10,23,1,-3,1,-0.1,55*,1,-3
O=C(CC1C(=O)NCCN1CC(c1ccccc1)c1ccccc1)NCC1CCOCC1 (stereo not drawn),10,10,0,20,4,-0.9,18,-3,15
CN(CC(=O)Nc1cccc(F)c1)C(=O)/C=C/c1cc(Br)ccc1OC(F)F,16,19,4,-6,-6,0.1,23,-5,37
N#CCC(=O)Nc1ccc(C(=O)OCC(=O)N2CCN(C(=O)c3ccco3)CC2)cc1,8,3,2,-7,0,0.2,0,-2,1
# (next part)
SMILES,APJ antag,NLRP3 yeast inh,APJ agonist,TIM10 inh,GRIN3A LBD mod,MPTP inh,tim10-1 inh,beta cell repl,tim23-1 inh
COc1ccc(-c2nc(C)ncc2-c2ccc(Cl)cc2)c(O)c1,16,9,-3,0,1,0.4,27,0,22
Cc1c(Cl)cccc1NC(=S)N1CCN(S(=O)(=O)c2cccs2)CC1,-18,3,-3,21,0,-0.3,19,-1,10
Cc1ccc2oc(=O)c3cnn(CC(=O)Nc4cc(-c5cccc(F)c5)no4)c3c2c1,24,1,-2,-4,-9,2.1,15,-6,12
CCOC(=O)NC(=O)COC(=O)c1ccc(Sc2ncn[nH]2)c([N+](=O)[O-])c1,5,28,-1,-12,1,-1.8,8,-1,3
O=c1c(F)cn(C2CCCO2)c(=O)n1Cc1c(F)cccc1Cl (stereo not drawn),-9,-4,-2,1,0,-0.8,27,2,9
Cc1cccc(NC(=O)C2CCCN2S(=O)(=O)c2ccc(Cl)cc2)n1 (stereo not drawn),11,18,-1,-1,0,0.0,3,5,16
O=C(COc1ccc(Cl)cc1Cl)NC(=O)c1ccccc1,14,1,5,1,6,0.2,10,6,11
Cc1nc2cc(Cl)c(Cl)cc2nc1C,2,3,2,5,-3,1.9,28,-3,30
O=C(c1ccc2c(=O)n3c(nc2c1)CCCCC3)N1CCN(c2ccc(F)cc2)CC1,-10,5,-3,-22,0,0.0,-10,1,8
O=C(Oc1cccc(Br)c1)c1cccnc1,-19,16,0,-5,-2,-2.5,21,-4,10
O=C(O)c1cccc(Cn2c(Cl)c(/C=N/NC(=O)c3ccccc3)sc2=O)c1,12,-1,-1,-4,2,-7.8,11,0,9
NC(=O)CSc1nc2cc([N+](=O)[O-])ccc2n1-c1cccc(C(F)(F)F)c1,-6,11,-3,6,-2,2.1,5,0,-1
Cc1ccccc1NC(=O)c1sc2nc[nH]c(=O)c2c1C,15,5,1,-5,2,1.7,-25,-3,-1
CCOC(=O)N1CCN(C(=O)c2cc3cc(C)ccc3[nH]2)CC1,-5,6,-3,6,-3,0.2,18,1,20

# Of the compounds above, three contain bromine:
SMILES,APJ antag,NLRP3 yeast inh,APJ agonist,TIM10 inh,GRIN3A LBD mod,MPTP inh,tim10-1 inh,beta cell repl,tim23-1 inh
O=C(Nc1cc(F)c(Br)cc1F)c1ccc(Cl)cc1,10,12,-1,12,1,25,-1,0,0
CN(CC(=O)Nc1cccc(F)c1)C(=O)/C=C/c1cc(Br)ccc1OC(F)F,16,19,4,-6,-6,0.1,23,-5,37
O=C(Oc1cccc(Br)c1)c1cccnc1,-19,16,0,-5,-2,-2.5,21,-4,10
